High-throughput results: PubChem, several laboratories
rCAG binder = molecules binding r(CAG) RNA repeats; r(CAG) RNA repeat, TO-PRO-1 dye displacement fluorescence; inhibition, % at 3 µM; actives 1.3% (n = 370,000);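 active = inhibition above the plate cutoff, the mean of all test compounds on that plate plus 3 SD, cut at about 35% in these data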;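 note: 0% = DMSO alone and 100% = 100 µM mitoxantrone as full dye displacement; higher means more dye released from RNA so lower well fluorescence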
NPR1 activator = GC-A (human) enzyme activation | P16066 | HEK293 GC-A cells, cGMP TR-FRET, EC30 ANP; 0% at EC30 ANP, 100% saturating ANP | activation, % at 10 µM | actives 0.14% (n = 370,000) | AID 1671463; in the data active = activation above about 40%
proKLK7 act = proKLK7 (human) activation, primary screen; activation, % at 7 µM; actives 0.9% (n = 370,000); purified proKLK7, EDANS-DABCYL substrate fluorescence; 100% is mature enzyme control, 0% vehicle; AID 652039;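 active = activation above the mean of all tested compounds plus 3 SD, computed per campaign excluding outliers beyond control limits, cut at about 13% in these data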
Target sequence (P49862 whole entry, looked up): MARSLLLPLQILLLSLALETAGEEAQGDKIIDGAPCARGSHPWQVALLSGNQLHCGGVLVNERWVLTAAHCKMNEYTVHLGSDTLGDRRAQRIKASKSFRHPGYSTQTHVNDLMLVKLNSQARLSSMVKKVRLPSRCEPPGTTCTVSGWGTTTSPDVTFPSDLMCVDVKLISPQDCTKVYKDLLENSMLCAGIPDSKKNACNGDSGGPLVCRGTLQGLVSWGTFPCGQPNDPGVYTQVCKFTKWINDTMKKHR
ARFGAP1 inh = rat ARFGAP1 inhibition; inhibition, % at 16.5 µM; actives 0.26% (n = 360,000); Arfgap1-stimulated ARF1 GTP hydrolysis, GDP FP detection;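 active = inhibition above a per-plate limit, mean inhibition of low control wells plus 3 SD, cut at about 25% in these data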;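 note: 0% = DMSO wells with enzyme and 100% = wells lacking Arfgap1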
Target sequence (Q62848 1-136 limits assumed): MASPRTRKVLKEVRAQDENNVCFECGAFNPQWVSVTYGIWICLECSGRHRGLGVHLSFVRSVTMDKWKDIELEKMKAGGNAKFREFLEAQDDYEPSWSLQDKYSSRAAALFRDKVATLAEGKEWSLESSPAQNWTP
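system = rat Arfgap1 catalytic domain, aa 1-136 | technique = FP, GDP Alexa 633 tracer displaced from anti-GDP antibody, 620/688 nm | compound = one concentration, 16.5 µM, DMSO 1.26% | medium = HEPES-based buffer, pH 7.5 | timing = compound-enzyme preincubation 20 min, reaction 120 min, detection 60 min, 25 °C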
ADAM10 inh = inhibitors of human ADAM10; recombinant ADAM10, EDANS/DABCYL FRET peptide cleavage, 3 h; actives 0.62% (n = 370,000); O14672; inhibition, % at 7 µM;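 active = inhibition above a per-campaign cutoff equal to the mean of compounds falling between control-based bounds plus 3 SD, cut at about 20% in these data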;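 note: 0% = DMSO wells while the 100% control is not disclosed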
sPLA2-III inh = Inhibits HGIII-sPLA2 liposome hydrolysis, primary screen; actives 0.56% (n = 370,000); inhibition, % at 12.2 µM; AID 743126; Q9NZ20; QFRET BODIPY PC-A2 liposome hydrolysis, fluorescence;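 active = inhibition above mean plus 3 SD of compounds lying within the high and low control bounds, cut at about 19% in these data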;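 note: 0% = median of test compound wells and 100% = no enzyme DMSO wells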
Target sequence (Q9NZ20 whole entry, looked up): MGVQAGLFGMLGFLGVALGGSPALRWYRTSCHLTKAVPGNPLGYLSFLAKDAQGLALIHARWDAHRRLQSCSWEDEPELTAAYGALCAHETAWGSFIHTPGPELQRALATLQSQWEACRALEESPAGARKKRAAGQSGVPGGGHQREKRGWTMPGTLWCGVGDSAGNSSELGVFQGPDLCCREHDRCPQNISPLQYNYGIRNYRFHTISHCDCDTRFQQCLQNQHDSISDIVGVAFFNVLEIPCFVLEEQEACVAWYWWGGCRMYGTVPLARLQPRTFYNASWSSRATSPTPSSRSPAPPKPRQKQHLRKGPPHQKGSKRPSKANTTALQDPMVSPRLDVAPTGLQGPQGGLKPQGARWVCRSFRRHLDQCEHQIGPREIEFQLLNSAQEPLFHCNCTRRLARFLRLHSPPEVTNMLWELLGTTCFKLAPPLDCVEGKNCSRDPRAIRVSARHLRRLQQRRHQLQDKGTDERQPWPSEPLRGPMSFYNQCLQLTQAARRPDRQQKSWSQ
FXN GAA850 act = increases GAA850 frataxin promoter reporter activity | HEK293 lucGAA850 FXN promoter luciferase reporter, 24 h; percent of 10 µM SAHA response | activation, % at 6 µM | actives 0.56% (n = 360,000);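 active = activation above the average of all compounds screened plus 3 SD, cutoff fixed separately per campaign, cut at about 7.5% in these data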;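 note: 0% = DMSO wells and 100% = 10 µM SAHA wells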
Tn6 DDE FP = inhibitors of Tn6 peptide binding to human fibrin DD(E); inhibition, % at 8.3 µM; actives 0.21% (n = 370,000); AID 720509; Fibrin DD(E) TRITC-Tn6 fluorescence polarization displacement;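 active = inhibition above a per-campaign cutoff: mean of compounds within control limits plus 3 SD, cut at about 15% in these data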;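 note: 0% = median of all compound wells on the plate and 100% = blocking peptide control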
GC-B act = GC-B (human) receptor activation; actives 0.11% (n = 370,000); P20594; activation, % at 10 µM; HEK293-GC-B cells, CNP EC30, cGMP TR-FRET; 0% at EC30 CNP, 100% saturating CNP;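 active = activation at 10 µM reaching about 35% in either raw or pattern-adjusted values, limit read from the data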
ASAP1 GAP inh = blocks human ASAP1-stimulated Arf1 GTP hydrolysis; Q9ULH1; GDP FP detection; inhibition, % at 16.5 µM; actives 0.19% (n = 360,000); AID 624377; in the data active = inhibition above about 25%;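 note: 0% = vehicle with enzyme and substrate and 100% = no enzyme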
Active calls of the source: *; i = inactive; · = not tested or not shown. Compounds were not picked by outcome; overall some 4.5% were active at least once.

SMILES	rCAG binder	NPR1 activator	proKLK7 act	ARFGAP1 inh	ADAM10 inh	sPLA2-III inh	FXN GAA850 act	Tn6 DDE FP	GC-B act	ASAP1 GAP inh
Cc1ccc(S(=O)(=O)c2cn(C)c3cc(N4CCN(C)CC4)c(F)cc3c2=O)cc1	-1	2	11	4	-326	-3	0.5	1	0	-4
Cc1c(Cl)cccc1NC(=S)NCc1ccccc1	5	-1	-0.1	-3	6	10	-2.1	-7	-4	7
Brc1ccc(/C=N/c2nc3ccccc3n2CCN2CCOCC2)cc1	-2	-2	0.5	-7	-6	14	2.7	3	0	1
C=C(C)COc1ccc(-c2ncnc(C(F)(F)F)c2-c2ccccc2)c(O)c1	5	-2	0.7	14	9	-24	-0.4	5	-1	3
COc1cccc(N2CCN(C(=O)CN(C)S(=O)(=O)c3ccc4c(c3)c(=O)n(C)c(=O)n4C)CC2)c1	-1	2	0.4	0	-3	-9	2.4	4	3	4
O=C1CCC[C@H]2C[C@H](NCc3ccccc3F)CC[C@]23CCCN13	·	3	·	·	-6	-1	·	-3	-4	·
CC1CN(c2c3c(nc4ncnn24)CCCC3)CC(C)O1 (stereo not given)	-3	-2	-0.9	4	-6	2	0.5	9	2	1
CC(C)CC(NC(=O)CCl)c1ccccc1 (stereo not given)	0	3	0.0	-7	4	-2	2.9	-9	1	-9
CC(C)NC(=O)C1CCN(c2ccc(S(=O)(=O)N3CCOCC3)cc2Cl)CC1	-4	-2	0.4	-1	4	-2	3.2	-7	4	4
COc1ccccc1C(=O)Nc1ccnn1C1CCN(Cc2ccc3nonc3c2)CC1	-5	-5	0.5	6	1	-3	1.2	3	-1	5
Clc1ccc(-c2nc(-c3ccncc3)no2)c(Cl)c1	1	46*	0.1	-12	-5	-3	1.9	6	-9	-3
c1ccc(CN(Cc2ccco2)C(c2ccncc2)c2nnnn2C2CCCC2)cc1 (stereo not given)	9	-2	0.3	1	-2	-1	-3.0	-1	5	3
CCN(C(=O)CSc1nnnn1-c1ccccc1)C1CCS(=O)(=O)C1 (stereo not given)	-2	-2	-0.4	5	8	-1	0.7	1	0	2
Cc1ccc(C(c2nnnn2Cc2ccccc2)N2CCN(Cc3ccccc3)CC2)cc1 (stereo not given)	-7	-4	0.7	7	6	-15	-0.7	0	-3	-4
O=C(Nc1nc(-c2ccco2)c(-c2ccco2)s1)c1c(F)cccc1Cl	78*	-3	0.0	-25	-18	-8	0.5	-1	-3	8
CCNC1(C#N)CCN(Cc2ccccc2)CC1	0	-5	0.3	-1	-18	11	0.6	-7	-1	3
CN1CCC(N(C)C(=O)c2ccc(Cl)c(S(=O)(=O)N(C)c3ccc(Cl)cc3)c2)CC1	2	-4	-0.4	-5	-5	-12	2.3	4	-4	-1
CC(=O)N/N=C/C1=CCC2CC1C2(C)C (stereo not given)	-1	3	0.3	-2	3	-2	1.2	-7	7	6
COc1ccccc1OCC(=O)Nc1ccc(C(N)=O)cc1	0	4	-0.2	11	4	4	-2.0	0	0	7
CC(C)c1nc(SCC(=O)Nc2nc3c(s2)CCCC3)c2ccccc2n1	3	-4	0.5	3	6	2	-2.9	-10	1	-1
CC(C)NC(=O)C1CCCN(S(=O)(=O)c2cccs2)C1 (stereo not given)	3	-5	-0.5	-3	-2	7	-0.3	7	-2	5
Cc1cccc(/C=C/c2nc3ccccc3c(=O)n2Cc2ccccc2)c1	8	-2	-8.2	-5	1	-6	0.3	-4	-6	24
O=S1(=O)C=C(SCc2ccc(F)cc2)Nc2ccccc21	0	2	0.0	11	-10	-2	0.9	0	0	3
Cc1cc(O)c(C(C)C)cc1N=Cc1ccccc1[N+](=O)[O-]	4	-2	-0.3	-8	-3	-1	-4.4	-2	-5	-8
O=c1cc(N2CCC3(CC2)OCCO3)[nH]c(=O)n1C1CCCCC1	-1	2	-0.4	-2	0	-6	0.8	3	0	1
CCN1CCN(CC(=O)c2c(C)n(C)c3ccc(OC)cc23)CC1	0	-3	-0.4	-3	-7	4	1.0	3	6	-2
Cc1cccc(/C=N/NC(=O)c2ccc(NC(=O)c3cccc(Cl)c3)cc2)n1	3	5	-2.7	-3	-26	-12	0.9	-2	3	-1
CC(C)OC(=O)CC(=O)CSc1nc2c(cc1C#N)CCCCCC2	1	12	18*	-9	-94	-6	2.8	9	11	-5
COC(=O)CC(c1ccc(OC)c(OC)c1)c1ccc(OC)c(OC)c1	-6	-2	-0.2	-2	-6	0	3.1	-4	-1	-2
O=C(NCc1ccc(F)cc1)C1CC(=O)N(C2CCCCCCC2)C1 (stereo not given)	-9	-2	0.1	11	-2	0	1.0	1	5	-6
Cc1nnc(NC(=O)CSCc2ccccc2)s1	2	-2	0.1	-2	0	-3	0.8	2	2	-2
O=C(O)CC/C(=N\Nc1ccc(S(=O)(=O)N2CCOCC2)cc1[N+](=O)[O-])c1cccs1	56*	-4	-0.2	2	9	-7	2.2	0	-6	4
O=C(CCN1CCCCC1)NCNC(=O)CCN1CCCCC1	-3	·	-0.1	7	-6	-3	-1.3	4	·	9
CNC(CC(C)C)C(=O)NC1C(=O)NC(CC(N)=O)C(=O)NC2C(=O)NC3C(=O)NC(C(=O)NC(C(=O)O)c4cc(O)cc(O)c4-c4cc3ccc4O)C(O)c3ccc(c(Cl)c3)Oc3cc2cc(c3OC2OC(CO)C(O)C(O)C2OC2C[C@](C)(N)C(O)C(C)O2)Oc2ccc(cc2Cl)C1O (stereo not given in full)	7	15	0.3	13	-6	1	0.2	14	8	-5
O=C1NC(=O)C(Cc2ccccc2)(c2ccccc2)N1 (stereo not given)	0	2	0.3	9	-19	7	2.6	4	-1	-8
O=C(COC(=O)c1ccc(F)cc1F)Nc1ccc(Cl)cn1	2	0	0.0	14	-5	2	-0.2	2	-2	-3
O=C(CCC(=O)Nc1ccccc1)NNS(=O)(=O)c1ccc(Cl)cc1	-1	2	-0.9	4	-13	-1	-0.8	0	-1	-5
COCCNc1ncnc2nc[nH]c12	1	6	0.2	-18	6	5	-1.6	2	3	0
S=C1NCN(Cc2cccnc2)CN1c1cccc(Cl)c1	-3	1	-0.1	11	1	10	-0.9	-2	-1	7
CCOC(=O)N1CCC(NC(=O)C2=CCN(S(=O)(=O)c3ccccc3)CC2)CC1	-4	2	-0.3	2	9	4	-0.1	-3	1	2

3 entries from above, arranged by the value under NPR1 activator, descending:
smiles	NPR1 activator
O=C1NC(=O)C(Cc2ccccc2)(c2ccccc2)N1 (stereo not given)	2
O=C(COC(=O)c1ccc(F)cc1F)Nc1ccc(Cl)cn1	0
O=C(O)CC/C(=N\Nc1ccc(S(=O)(=O)N2CCOCC2)cc1[N+](=O)[O-])c1cccs1	-4

Further compounds follow.
SMILES	rCAG binder	NPR1 activator	proKLK7 act	ARFGAP1 inh	ADAM10 inh	sPLA2-III inh	FXN GAA850 act	Tn6 DDE FP	GC-B act	ASAP1 GAP inh
COc1cccc(CNC(=O)c2ccc(CS(=O)c3ccccc3)o2)c1 (stereo not given)	-3	0	-0.4	-1	-4	-3	0.9	0	7	-5
Clc1ccc(-n2cnnn2)cc1	-1	3	0.4	7	-9	6	2.6	7	5	5
CN(C)C(=O)c1ccc(N/C=C(\C=O)c2nc3ccccc3o2)cc1	-3	3	-0.4	-3	-4	-4	-0.7	7	-1	4
CCCn1c(C)nc2c(c1=O)c1nc3ccccc3nc1n2CCC1=CCCCC1	0	22	2.9	-8	i	-4	-1.2	2	-3	6
O=C(c1cc2nc(-c3ccco3)cc(C(F)(F)F)n2n1)N1CCN(c2ccccn2)CC1	-1	1	0.5	7	-22	-5	-3.6	-9	6	-10
O=C(COC(=O)c1cc(=O)[nH]c2ccccc12)NCc1cccs1	-2	-4	-22	-4	-67	-7	-1.6	-3	-3	-15
COC(=O)C[C@@H]1CC[C@H]2[C@H](COc3ccc(NC(=O)Nc4ccc(Cl)cc4)cc3C(=O)N2C)O1	5	2	0.1	·	9	-19	·	-4	3	·
COC(=O)c1ccccc1NC(=O)COc1ccccc1[N+](=O)[O-]	4	-6	-0.3	-5	-5	-6	4.0	-8	-4	13
CC(=O)N1c2ccc(S(=O)(=O)NCCC(=O)NCCc3ccc(Cl)cc3)cc2CC1C (stereo not given)	-4	2	0.3	1	-1	-2	-2.8	4	0	1
CC(C)(C)OC(=O)C[C@H]1C/C=C\C[C@@H](CC(=O)N(CCO)Cc2ccccc2)C(=O)N[C@H](C(C)(C)C)COC1=O	-5	-1	0.8	4	-9	1	-0.8	-1	1	10
COc1ccc(S(=O)(=O)N(C)CC(=O)NCc2ccccc2)cc1OC	-5	1	-0.6	11	-7	0	2.4	-1	3	4
Fc1ccccc1-c1nc(-c2ccncc2)no1	-4	10	0.3	12	5	-3	4.2	3	3	5
Cc1[nH]c2ccccc2c1/C=N/NC(=O)CNC(=O)COc1ccccc1	8	-5	0.4	6	-15	5	2.3	-1	2	3
O=C(Oc1cccc(C(=S)N2CCCCC2)c1)c1ccccc1	-4	3	-0.4	-12	2	-4	1.1	7	3	-4
C=C(C)COc1ccc(-c2n[nH]c(C)c2-c2ccc(OC)cc2)c(O)c1	8	2	0.6	18	31*	-23	-4.6	-7	7	13
Cn1ccnc1SCc1cn2cc(Br)ccc2n1	5	-8	0.0	-4	-2	12	-3.0	7	-3	-8
CC(C)c1ccc(NC(=O)C2Cc3c(-c4ccco4)ccnc3O2)cc1 (stereo not given)	8	-2	-0.9	2	9	7	1.9	-13	1	11
O=C(Nc1nccs1)c1ncc(Cl)c(Cl)c1Cl	1	-5	-0.1	6	-2	1	-0.5	3	-3	4
Cc1ccc(Cn2c(NS(=O)(=O)c3ccccc3)nc3ccccc32)cc1	1	-1	0.2	3	4	-22	3.0	-6	-4	5
Cc1nc2c([N+](=O)[O-])c(C)c(C)cc2[nH]1	0	3	0.4	-5	-4	-1	-0.5	-5	-1	-3
CCOc1ccc(S(=O)(=O)Nc2cccc(C(=O)N3CCN(c4ccc(OC)cc4)CC3)c2)cc1	0	0	-0.4	-10	0	-33	0.1	-2	-2	1
COc1ccc(S(=O)(=O)N2CCCC(C(=O)NCc3ccco3)C2)cc1Cl (stereo not given)	-3	2	0.2	-2	1	-11	-2.2	1	4	7
COc1cc(CNCc2ccncc2)cc(OC)c1OC	-2	1	-0.1	1	10	4	-0.5	-7	-1	-4
O=C(OC(C(=O)c1c[nH]c2ccccc12)c1ccccc1)c1cnccn1 (stereo not given)	7	-20	0.1	10	-6	-14	4.4	3	-15	12
CCC(C)NC(=O)c1cc(Sc2nnc(C)s2)nc2ccccc12 (stereo not given)	2	0	1.2	-2	-17	0	·	3	-8	-4
CCC(C)NC(=O)c1cc(C)no1 (stereo not given)	0	1	-0.4	2	-2	-3	-0.4	0	-4	13
CCOC(=O)C1=NN(c2cccc(C)c2)C2(S1)SC(C(C)=O)=C(C)N2c1ccccc1 (stereo not given)	6	-14	0.1	-5	0	-1	1.1	-2	-13	-9

Retrieved by structure from the list above:
SMILES	rCAG binder	NPR1 activator	proKLK7 act	ARFGAP1 inh	ADAM10 inh	sPLA2-III inh	FXN GAA850 act	Tn6 DDE FP	GC-B act	ASAP1 GAP inh
COc1ccc(S(=O)(=O)N(C)CC(=O)NCc2ccccc2)cc1OC	-5	1	-0.6	11	-7	0	2.4	-1	3	4
O=C(CCN1CCCCC1)NCNC(=O)CCN1CCCCC1	-3	·	-0.1	7	-6	-3	-1.3	4	·	9
